PP5 inh = inhibitors of human protein phosphatase 5 (PP5); P53041; purified PP5c, OMFP substrate fluorescence; inhibition, % at 6.7 µM; 320,000 compounds, 0.18% hits; AID 1987;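 active = inhibition above the campaign's mean inhibition across all tested compounds plus 3 SD, cut at about 9.5% in these data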;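 note: 0% = DMSO only and 100% = 100 µM cantharidin control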
Target sequence (P53041 whole entry, looked up): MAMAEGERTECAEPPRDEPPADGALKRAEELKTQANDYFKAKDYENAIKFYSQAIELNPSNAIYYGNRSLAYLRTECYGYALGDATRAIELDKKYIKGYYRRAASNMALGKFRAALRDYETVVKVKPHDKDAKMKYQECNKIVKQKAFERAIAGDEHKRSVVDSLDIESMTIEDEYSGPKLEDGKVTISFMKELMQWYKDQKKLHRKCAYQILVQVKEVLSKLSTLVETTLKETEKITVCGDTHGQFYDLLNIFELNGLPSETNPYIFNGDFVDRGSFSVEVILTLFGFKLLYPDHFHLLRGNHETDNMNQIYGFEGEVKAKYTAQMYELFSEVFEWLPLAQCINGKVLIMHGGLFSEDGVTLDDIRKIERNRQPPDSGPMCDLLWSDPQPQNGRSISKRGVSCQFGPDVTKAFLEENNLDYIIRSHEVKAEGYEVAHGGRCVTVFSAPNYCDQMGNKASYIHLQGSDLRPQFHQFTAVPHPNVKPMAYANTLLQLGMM
Fh CTSL1 inh = counter-screen for PFM18AAP inhibitors: inhibitors of F. hepatica cathepsin L1; recombinant F. hepatica cathepsin L1, Z-Leu-Arg-MCA fluorescence; inhibition, % at 5.96 µM; 300,000 compounds, 0.49% hits; AID 1906;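 active = inhibition above the mean of all tested compounds plus 3 SD, set per screening campaign, cut at about 17% in these data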;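 note: 0% = plate median of test compound wells and 100% = 1 µM Z-Phe-Ala-diazomethylketone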
GASC-1 inh = human JMJD2C demethylase inhibition. Q9H3R0. GST-JMJD2C(1-420) H3K9me3 demethylation, DELFIA europium. inhibition, % at 2.35 µM. 330,000 compounds, 0.069% hits. AID 2099;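 active = more than half of a compound's replicate wells show inhibition beyond 50%, single wells judged on their own value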;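 note: signal counts dimethyl H3K9 product captured on neutravidin plate; 0% = median of DMSO wells and 100% = 0.3 times that DMSO median; strong numbers were not always called active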
Target sequence (Q9H3R0 1-420 limits assumed): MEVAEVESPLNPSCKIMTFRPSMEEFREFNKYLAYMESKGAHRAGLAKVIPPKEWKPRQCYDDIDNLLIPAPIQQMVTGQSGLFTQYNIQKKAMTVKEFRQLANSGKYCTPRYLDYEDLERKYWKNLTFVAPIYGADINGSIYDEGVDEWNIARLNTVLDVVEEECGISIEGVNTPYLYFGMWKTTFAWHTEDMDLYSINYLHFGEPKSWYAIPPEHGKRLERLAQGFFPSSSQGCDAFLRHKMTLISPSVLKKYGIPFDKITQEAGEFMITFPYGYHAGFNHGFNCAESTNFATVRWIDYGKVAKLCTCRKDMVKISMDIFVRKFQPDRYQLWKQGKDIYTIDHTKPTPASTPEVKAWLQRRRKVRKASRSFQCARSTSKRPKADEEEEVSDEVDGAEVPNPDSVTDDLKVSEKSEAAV
procasp3 activ = activators of human procaspase-3. P42574. recombinant procaspase-3 D3A, Ac-DEVD-pNA absorbance 405 nm. activation, % at 8.5 µM. 330,000 compounds, 0.11% hits. AID 463141;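 active = activation above the mean of all tested compounds plus 3 SD, cut at about 21% in these data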;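 note: 0% = DMSO alone and 100% = DMSO wells spiked with extra 5 µM PC-3 D3A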
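Test system: Procaspase-3 D3A mutant, all three cleavage aspartates alanine | Dosing: Single dose, 8.5 µM nominal compound, 0.8% DMSO | Schedule: 1 h preincubation, 2 h reaction | Technique: 405 nm absorbance of p-nitroaniline, reads at 0 and 120 min | Repeats: One well per compound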
procasp7 counter = counter-screen: procaspase-7 (human) activation; P55210; recombinant procaspase-7, Ac-DEVD-pNA absorbance 405 nm; D23A/D198A/D206A triple mutant, cannot self-cleave; scale: DMSO 0, 5 µM enzyme 100; activation, % at 8.5 µM; 330,000 compounds, 0.093% hits;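 active = percent activation above the screen-wide mean plus 3 SD, cut at about 25% in these data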
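Assay system: Uncleavable procaspase-7 mutant enzyme | Input: 2 µM procaspase-7 mutant as dispensed | Timing: 1 h compound preincubation, 2 h substrate cleavage, 25 °C | Repeats: One well per compound | Control set: DMSO wells as 0%, DMSO with 5 µM added PC-7 as 100% | Technique: Epi-absorbance of released pNA at 405 nm, two timepoints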
Efflux pump mplx = inhibitors of Candida antifungal efflux pumps expressed in yeast; 330,000 compounds, 0.44% hits; AID 485275; S. cerevisiae Candida pump triplex, Nile Red efflux; inhibition, % at 10 µM;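 active = plate passing quality check with inhibition over a set limit, or well fluorescence over plate mean plus 4 SD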;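 note: Nile Red retained in pooled yeast measured as flow cytometry median fluorescence; 0% = buffer negative control and 100% = Enniatin B positive control; higher means more Nile Red kept so more efflux inhibition; some compounds called inactive have numbers as strong as hits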
core dimer inh = blocks dimerization of HCV core protein; AID 1899; inhibition, % at 5 µM; TR-FRET GST/Flag-core106 dimerization, 1536-well; 300,000 compounds, 0.33% hits;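 active = inhibition above the mean of all tested compounds plus 3 SD, set per screening campaign, cut at about 45% in these data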
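Material: Tagged HCV core106 pair (GST and Flag) | Amount: GST-core106 13.5 nM, Flag-core106 17 nM | Medium: KF-containing HEPES buffer, pH 7.45, DTT, CHAPS, BSA | Reagent: Eu donor and XL665 acceptor anti-tag antibodies | Schedule: 4 h at 22.5 °C | Technique: Time-resolved FRET, ex 340 nm, em 617 and 671 nm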
PP1 inh = counter-screen for PP5 inhibitors: inhibitors of human PP1-alpha. P62136. purified PP1alpha, OMFP fluorescence. inhibition, % at 6.7 µM. 320,000 compounds, 0.9% hits;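 active = inhibition above the mean inhibition of all tested compounds plus 3 SD, computed separately for each screening campaign, cut at about 15% in these data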
TPT1 inh = inhibitors of Candida albicans tRNA 2'-phosphotransferase TPT1. recombinant caTPT1, FP RNA substrate dephosphorylation. inhibition, % at 5 µM. 300,000 compounds, 0.81% hits. AID 1962;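 active = inhibition above the mean of all tested compounds plus 3 SD, set per screening campaign, cut at about 24% in these data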;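 note: plate controls were DMSO alone for no effect and ferristatin control at 100 nM for full effect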
* = called active by the depositor; . = not tested or not shown; & = joins results of further samples.

SMILES	PP5 inh	Fh CTSL1 inh	GASC-1 inh	procasp3 activ	procasp7 counter	Efflux pump mplx	core dimer inh	PP1 inh	TPT1 inh
CC(=O)Nc1ccc(NC(=O)/C(Cl)=C/c2ccccc2)cc1	3.1	5	4	1	-10	0.0	-1	-1	-1
CCn1nc(C)c(CNC(=O)C2CCC(=O)N(CCc3ccc(Cl)cc3)C2)c1C (stereo unspecified)	3.7	-4	2	0	-7	0.1	-2	-1	-1
CCN(C(=O)COn1nnc2ccc(S(=O)(=O)N(C)C)cc21)C1CCS(=O)(=O)C1 (stereo unspecified)	-0.4	.	2	15	-3	0.0	.	1	.
C/C(=N\NC(=O)C1CCCN(S(=O)(=O)c2ccccc2)C1)c1ccncc1 (stereo unspecified)	0.5	-1	-4	6	-1	0.0	1	-3	1
CC1(C)CC(=O)C2=C(C1)N(Cc1ccco1)C(=O)C2(NC(=O)c1ccc(Cl)cc1Cl)C(F)(F)F (stereo unspecified)	-1.1	9	1	-4	0	0.1	5	-1	2
CCOC(=O)c1sc(NC(=O)c2ccc(C)o2)nc1C	1.1	16	3	9	-9	-0.2	4	4	3
O=C(CN(Cc1ccco1)C(=O)CNS(=O)(=O)c1ccc(F)cc1)NCc1ccco1	0.8	-6	-10	1	5	-0.1	9	-5	-3
CCN(CC)c1ccc(N2C(=O)/C(=C/c3cccs3)SC2=S)cc1	2.5	0	-4	-9	1	-0.1	0	2	0
CC(=O)C1=C(c2ccccc2)NC(=O)NC1c1ccccc1OCC(=O)NCc1ccccc1 (stereo unspecified)	1.7	0	17	-8	-3	0.4	0	0	0
Cc1ccc(Cl)cc1NC(=O)c1ccc(CSc2nnnn2C)cc1	0.1	0	7	14	17	0.1	1	-11	0

Part of the list above, set out differently.
| Molecule | PP5 inh | Fh CTSL1 inh | GASC-1 inh | procasp3 activ | procasp7 counter | Efflux pump mplx | core dimer inh | PP1 inh | TPT1 inh |
| --- | --- | --- | --- | --- | --- | --- | --- | --- | --- |
| CCN(CC)c1ccc(N2C(=O)/C(=C/c3cccs3)SC2=S)cc1 | 2.5 | 0 | -4 | -9 | 1 | -0.1 | 0 | 2 | 0 |
| CC(=O)C1=C(c2ccccc2)NC(=O)NC1c1ccccc1OCC(=O)NCc1ccccc1 (stereo unspecified) | 1.7 | 0 | 17 | -8 | -3 | 0.4 | 0 | 0 | 0 |

The list goes on.
SMILES	PP5 inh	Fh CTSL1 inh	GASC-1 inh	procasp3 activ	procasp7 counter	Efflux pump mplx	core dimer inh	PP1 inh	TPT1 inh
COc1ccc(S(=O)(=O)N2CCCCC2)cc1NS(=O)(=O)c1ccc(CNC(C)=O)cc1	.	.	-1	-10	-6	0.2	.	.	.
O=S(=O)(Nc1ccc(F)cc1)c1ccc(NC(=S)Nc2ccccc2)cc1	-2.7	-2	-5	8	3	-0.1	2	2	-5
CC(=O)Nc1cccc(C(=O)N/N=C/c2cccc(C)n2)c1	3.2	-2	-12	-4	-6	-0.1	-12	1	0
CCOC(=O)C1=C(C)C(c2cccc(Oc3ccccc3)c2)NC(=S)N1 (stereo unspecified)	1.2	6	-1	3	-4	0.0	10	1	1
COc1ccc(CNC(=O)C2CCN(C(=O)c3ccc(-c4ccccc4)cc3)CC2)cc1	2.1	1	3	12	-9	0.0	12	3	0
COc1ccc(N2CCN(C(=O)CCCC(=O)c3ccccc3)CC2)cc1	-0.3	-5	-16	2	1	0.2	2	-3	1
COc1cccc(/C=N/NC(=O)C(=O)Nc2ccccc2OC(F)(F)C(F)F)c1O	1.9	3	-1	-5	-2	5.1	2	20*	2
C/C(=N/NC(=O)c1ccoc1C)c1cccc(NC(=O)C(F)(F)F)c1	2.0	-1	0	-8	-11	0.1	-8	-1	3
Cc1ccc(S(=O)(=O)N2CCN(C(=O)c3ccccc3Cc3ccccc3)CC2)c(C)c1	2.0	3	5	0	-4	-0.3	18	2	1
COc1cccc2c1[C@@H]1CN(CCCCn3c(=O)[nH]c4c(sc5ncc(-c6ccccc6)nc54)c3=O)C[C@@H]1CO2	-2.9	-1	.	7	-3	0.3	-4	17*	-2
CCOC(CCNC(=O)c1cn(-c2cccc(C)n2)cn1)OCC	1.0	1	-3	2	-1	-0.1	-3	0	-1
Cc1cc(NC(=O)CSc2nccn2-c2cccc(C)c2C)no1	1.9	0	8	2	-2	0.3	-1	-4	-1
CC(=O)Oc1ccc2oc3c(c2c1)C(=O)CCC3	2.7	-43	14	3	6	0.0	-6	-6	2
COc1ccccc1NC(=O)C(=O)/C=C(\O)c1ccccc1	2.9	3	-5	-11	-7	0.4	0	0	1
CCOC(=O)c1sc(=NC(=O)c2ccc(C)c(C)c2)n(C)c1C	-1.5	-1	-2	-9	16	0.1	-6	-1	-1
CC(C)(CO)NC(=S)NCc1ccco1	0.2	1	12	-12	-13	-0.1	-2	-2	1
Cc1cc(Cl)c(S(=O)(=O)Nc2ccc3c(c2)OCCO3)cc1OCC(=O)NC1CCCCC1	1.6	0	3	-3	5	0.0	5	2	-3
Cn1c(Cc2cccs2)nnc1SCC(=O)Nc1ccc(C(N)=O)cc1	-0.7	3	-2	-2	8	0.0	3	-3	1
Cc1cccc(C(=O)N2CCc3cc(-c4csc(NC(=O)CN5CCCC5)n4)ccc32)c1	0.4	0	-4	5	-1	-0.2	3	8	0
O=C(C1=C[C@H](c2ccc(C(F)(F)F)cc2)C[C@H](OCc2ccc(CO)cc2)O1)N1CCCCCCC1	3.4	4	-1	6	-8	-0.1	10	4	2
CC(C)(C)NC(=O)CN(C(=O)CNS(=O)(=O)c1ccccc1)c1ccc2c(c1)OCCO2	-0.1	1	7	-3	-10	-0.1	-1	-2	2
Cc1cccc(N(Cc2cc(=O)[nH]c3ccccc23)C(=O)CCl)c1	-1.1	6	9	1	-10	-0.4	4	1	1
Cc1ccc(CSC2=Nc3ccccc3C3=NC(CC(=O)NCc4ccco4)C(=O)N23)cc1 (stereo unspecified)	5.2	-5	27&-6	-5	0	0.6*	64*	1	1
Cc1ccc(-n2c(SCC(=O)N3CC(=O)Nc4ccccc43)nc3ccccc3c2=O)cc1C	2.4	1	-5	-5	-1	-0.1	24	9	2
CCN1C(=O)N[C@@H](c2ccccc2)C(C(=O)OC)=C1C	1.9	3	-2	0	-3	0.1	3	4	-1
COc1ccc(CCNC(=O)CSc2nc(N)c3c(C)c(C)oc3n2)cc1OC	2.1	0	2	-4	3	0.0	-3	1	3
COC(=O)CC1C(=O)NCCN1C(=S)Nc1ccccc1Cl (stereo unspecified)	-0.8	1	-13	6	4	0.1	-6	-7	5
CC(CN1CCOCC1)OC(=O)C1COc2ccccc2O1 (stereo unspecified)	-2.5	-5	11	-3	2	0.1	-3	-1	1
CCOc1ccc(NS(=O)(=O)c2ccc(C(=O)NCCCN3CCOCC3)cc2)cc1	1.3	-3	.	2	14	-0.2	-8	-3	-6
Cn1c(=O)c2c(nc(Cl)n2CCOc2ccccc2)n(C)c1=O	-1.3	0	-29	-2	-8	0.0	-7	16*	3
O=C(Nc1ccc(-c2nnn(CC(=O)N3CCN(C(=O)c4ccco4)CC3)n2)cc1)c1ccccc1F	1.5	1	-32	9	7	-0.1	3	0	-2
CC(C)(C)c1ccc(C(=O)NCCC(=O)NC2=NCCS2)cc1	0.0	.	.	4	3	0.2	.	-4	.
O=C1c2ccccc2C(O)(c2ccccc2)N1CCc1ccccc1 (stereo unspecified)	3.4	0	3	4	2	0.1	-6	0	0
C/C(=N/NC(=O)c1ccccn1)c1ccco1	-0.5	3	4	7	11	-0.1	2	-1	-1
CC(C)CN(C(=O)CSc1nc(-c2ccccc2)cn1N)c1c(N)n(Cc2ccccc2)c(=O)[nH]c1=O	-2.5	-2	-2	-3	0	0.0	4	-1	1
C=CCn1c(SCC(=O)c2c(N)n(C3CC3)c(=O)[nH]c2=O)nnc1-c1ccoc1C	0.0	.	-2	0	7	-0.3	.	-5	.
O=C(NCc1cccnc1)c1cccn1-c1ncc(C(F)(F)F)cc1Cl	1.6	-2	4	9	10	0.1	-8	1	0
O=c1cc(-c2ccc(Cl)c(Cl)c2)[nH][nH]1	1.9	-1	-1	-13	-22	-0.1	-3	5	8
O=C(NC1CCCCC1)c1cc(C(=O)c2ccccc2Br)c[nH]1	0.3	6	-1	4	7	0.1	13	1	0
O=C(CNS(=O)(=O)c1ccccc1)NCc1ccccn1	0.2	3	-1	9	-8	0.0	-2	-1	4
COc1cccc(C(C(=O)NC2CCCCC2)N(C(=O)c2cccs2)c2ccc3c(c2)OCO3)c1 (stereo unspecified)	3.6	2	5	6	-5	0.0	29	-1	0
NC(=O)C1(C(N)=O)OC1c1ccccc1 (stereo unspecified)	-1.3	-3	0	4	3	-0.1	1	-4	2
OCC[C@H]1C[C@@H](O)[C@H](O)[C@@]2(CCCCO2)O1	2.1	-3	2	0	0	.	4	-1	-1
O=C(CN1C2=NCCN2c2ccccc21)C12CC3CC(CC(C3)C1)C2	-0.4	9	3	-6	-11	0.0	7	4	5
CCN(CC)C(=O)[C@H]1CC(CC(=O)NCCc2ccccn2)C(=O)N2CCc3c([nH]c4ccccc34)[C@]12C (stereo partly specified)	.	.	1	10	4	-0.3	.	.	.
CC(C)c1ccc(C(=O)NNC(=O)c2n[nH]c(=O)c3ccccc23)cc1	-1.0	.	.	5	9	-0.2	.	-4	.
CC(C)n1nc(Cc2cccc3ccccc23)c(C#N)c1N	-1.6	1	2	3	0	-0.2	3	3	-6
CC1(C)C2CC[C@]3(C)C(CC=C4[C@@H]5C[C@@](C)(CO)[C@@H](O)C[C@]5(C(=O)O)CC[C@]43C)[C@@]2(C)CC[C@@H]1O (stereo partly specified)	2.7	2	4	-1	2	0.3	-8	-2	-5
CN(C)c1ccc(/C=N/NC(=O)CNC(=O)/C=C/c2ccco2)cc1	2.2	6	2	5	0	0.0	-14	-4	-2
COc1ccc(NC(=O)CN2CCN(c3c(C)cc(C)cc3C)CC2)cc1	2.5	-6	21	-8	-4	-0.1	5	-2	4
(list continues)
SMILES	PP5 inh	Fh CTSL1 inh	GASC-1 inh	procasp3 activ	procasp7 counter	Efflux pump mplx	core dimer inh	PP1 inh	TPT1 inh
O=C(CSc1n[nH]c(-c2ccccc2)n1)NC1CCCCC1	1.7	-2	-4	5	2	-0.1	-7	-3	1
COc1cc(CCCN2C(N)=NC[C@H]2Cc2ccc(O)cc2)cc(OC)c1OC	2.5	-3	1	-3	8	0.0	-9	-3	0
CC12CN3CC(C)(CN(C1)C3c1ccccc1)C2O (stereo unspecified)	0.6	1	6	3	7	-0.1	5	1	0
COc1ccc(C(=O)NCC2(c3ccccc3)CCCC2)c(OC)c1	1.1	2	18	-4	10	-0.1	8	3	-3
O=C(OCc1cc(Cl)ccc1OC(F)F)c1ccc([N+](=O)[O-])o1	3.0	-8	7	5	3	0.4	13	3	3
Clc1ccc(/C=N/c2c(-c3ccc(Cl)cc3)nc3n2CCS3)cc1	-0.6	3	-1	-1	1	-0.2	7	0	0

Screening results deposited in PubChem by several laboratories.
